Screening results deposited in PubChem by several laboratories.
Rac1 mut GTP: modulators of GTP binding to human Rac1 activated mutant; P63000; GST-Rac1 activated beads, fluorescent GTP binding, flow cytometry; actives lie on both sides; 100% means binding = to untreated wells; actives 0.11% (n = 190,000); percent activity (GTP binding), % at 10 µM;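 active means GTP binding at least 20 percentage points away from the 100% baseline, in either direction, so actives lie on both sides; inconclusive means Compound likely fluorescent itself, or too few beads counted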
Pf gametocyte: P. falciparum stage V gametocyte viability inhibition. P. falciparum stage V gametocytes, ATP luminescence, 24 h. inhibition, % at 10.9 µM. actives 0.065% (n = 150,000);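 active means inhibition above the mean plus 3 SD of compounds within the control limits, set per campaign, cut at about 38% in these data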;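 further: 0% = DMSO wells and 100% = medium only without gametocytes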
Bim-Mcl-1: disrupts Bim peptide binding to human Mcl-1. Q07820. Bead-based flow cytometry, Bim peptide-Mcl-1 binding. inhibition, % at 10 µM. actives 0.1% (n = 190,000); in the data active means inhibition above about 40%;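 further: 0% = no compound tracer wells and 100% = peptide blocker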
Target sequence (Q07820 whole entry, looked up): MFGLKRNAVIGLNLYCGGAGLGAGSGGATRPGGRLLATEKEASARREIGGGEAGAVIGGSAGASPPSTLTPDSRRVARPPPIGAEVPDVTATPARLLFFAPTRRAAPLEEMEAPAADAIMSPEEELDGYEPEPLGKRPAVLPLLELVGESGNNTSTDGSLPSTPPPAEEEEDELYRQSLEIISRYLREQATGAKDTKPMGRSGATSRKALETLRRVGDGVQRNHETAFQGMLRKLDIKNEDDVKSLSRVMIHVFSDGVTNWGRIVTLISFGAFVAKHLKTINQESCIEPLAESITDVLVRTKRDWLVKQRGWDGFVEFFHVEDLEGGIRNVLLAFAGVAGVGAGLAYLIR
Mcl1 Noxa PPI: Mcl-1/Noxa interaction inhibition; Q07820; TR-FRET Mcl-1/Noxa peptide binding, 2 h; inhibition, % at 21.7 µM; actives 1.5% (n = 220,000);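 active means compounds that cut the protein-peptide binding signal by more than 50% relative to plate controls in a single-dose test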;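 further: His-tagged Mcl-1 with rhodamine Noxa BH3 peptide and terbium anti-His antibody; 0% = Mcl-1 plus Noxa peptide wells and 100% = peptide-only wells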
RGS8-Gao reg: regulators of human RGS8-Galphao interaction. multiplexed bead flow cytometry, RGS8-Galphao binding; actives lie on both sides. response (percent of control binding), % at 10 µM. actives 0.34% (n = 220,000). AID 1423; in the data active means response below about 60% or above about 140%; inactive means in between;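 further: Galphao activated as the GDP aluminium fluoride complex binding bead-coupled RGS8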
Target sequence (P09471 whole entry, looked up): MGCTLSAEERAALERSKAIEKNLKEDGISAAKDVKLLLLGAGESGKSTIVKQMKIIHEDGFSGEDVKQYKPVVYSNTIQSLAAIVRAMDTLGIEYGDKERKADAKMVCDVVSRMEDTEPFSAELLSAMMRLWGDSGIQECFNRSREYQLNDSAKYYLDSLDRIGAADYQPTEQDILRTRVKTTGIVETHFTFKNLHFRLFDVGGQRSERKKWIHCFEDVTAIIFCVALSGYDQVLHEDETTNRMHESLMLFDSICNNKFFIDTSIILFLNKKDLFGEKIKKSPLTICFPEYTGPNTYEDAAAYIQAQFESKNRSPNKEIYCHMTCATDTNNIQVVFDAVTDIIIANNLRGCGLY
Mcl1-Bid inh: disrupts binding of human Mcl-1 to Bid peptide; actives 0.97% (n = 220,000); inhibition, % at 21.7 µM; Q07820; AID 1021; TR-FRET Mcl-1/Bid-Dy647 peptide binding, 1536-well;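 active means compounds that cut the binding signal by more than half at the single screening dose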;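 further: His-tagged Mcl-1 with europium anti-His antibody binding Bid BH3 peptide; 0% = Mcl-1 plus peptide wells and 100% = peptide-only wells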
HRas wt GTP bind: human HRas wildtype GTP binding, change in either direction. GST-Ras wt beads, Bodipy-FL-GTP binding, flow cytometry; actives lie on both sides. AID 759. GTP binding activity, % at 10 µM. P01112. actives 0.14% (n = 190,000);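 active means GTP binding activity at least 20% away from the 100% baseline, either lowered as inhibitor or raised as activator; inconclusive means flagged as likely green fluorescent, judged across all proteins in the well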;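 further: 0% = unlabeled GTP competition control and 100% = no-compound control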
Target sequence (P01112 whole entry, looked up): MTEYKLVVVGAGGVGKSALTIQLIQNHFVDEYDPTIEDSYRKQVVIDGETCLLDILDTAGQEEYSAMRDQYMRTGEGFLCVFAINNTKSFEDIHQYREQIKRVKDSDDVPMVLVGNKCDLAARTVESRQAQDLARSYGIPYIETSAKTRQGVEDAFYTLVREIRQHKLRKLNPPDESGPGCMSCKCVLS
Rab7 wt GTP bind: dog Rab7 wildtype GTP binding, inhibitors and activators. GST-Rab7 beads, fluorescent GTP binding, flow cytometry; actives lie on both sides; untreated = 100%, excess cold GTP = 0%. GTP binding activity (percent of control), % at 10 µM. actives 0.055% (n = 190,000). AID 758;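 active means fluorescent GTP binding to Rab7 beads changed by at least 20 points from the 100% baseline, either direction, mostly lower; inconclusive means compound itself probably fluorescent, or too few beads counted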;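 further: median green fluorescence of bound Bodipy-FL-GTP per Rab7 bead population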
Cdc42 wt GTP: changes GTP binding to wildtype human Cdc42; P60953; actives 0.2% (n = 190,000); GST-Cdc42 beads, Bodipy-GTP binding, flow cytometry; actives lie on both sides; percent activity (GTP binding), % at 10 µM; AID 761;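 active means percent activity GTP binding at least 20 points away from the 100% baseline, either down as inhibitor or up as activator; inconclusive means compound flagged as likely green fluorescent from well-wide comparison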;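 further: median bead fluorescence of bound Bodipy-FL-GTP at 100 nM; 0% = excess unlabeled GTP control and 100% = no compound control; below 100% means less GTP binding so inhibitor and above means activator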
Rac1 wt modul: modulators of human Rac1 wildtype GTP binding; GST-Rac1 beads, fluorescent GTP binding, flow cytometry; actives lie on both sides; 0 = cold GTP competed, 100 = untreated; actives 0.27% (n = 190,000); GTP binding activity (% of control), % at 10 µM;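 active means GTP binding activity at least 20 points away from the 100% control level, either lower or higher; inconclusive means compound flagged as likely green fluorescent, judged across all proteins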
Rab2A wt mod: changes GTP binding to wildtype dog Rab2A, up or down | P61105 | GTP binding activity, % at 10 µM | actives 0.19% (n = 190,000) | GST-Rab2 wt beads, Bodipy-GTP binding, flow cytometry;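 active means GTP binding activity at least 20 points away from 100%, either lowered or raised; inconclusive means signal likely due to the compound's own green fluorescence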;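 further: 0% = beads with excess unlabeled GTP and 100% = no-compound control corrected for plate trend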
An asterisk follows results filed as active; ? = inconclusive; . = no result given; & = joins results of further samples. Outcome played no part in choosing rows; any-hit rate near 2.9%.

SMILES	Rac1 mut GTP	Pf gametocyte	Bim-Mcl-1	Mcl1 Noxa PPI	RGS8-Gao reg	Mcl1-Bid inh	HRas wt GTP bind	Rab7 wt GTP bind	Cdc42 wt GTP	Rac1 wt modul	Rab2A wt mod
O=C(O)Cn1cc(/C=C2\SC(=O)N(c3ccccc3)C2=O)c2ccccc21	92	13	2	23	102	1	94	108	94	98	96
CCOc1ccc2c(c1)ncn2Cc1ccccc1	95	4	3	15	102	-10	95	96	92	98	94
CCC(=O)Nc1sc(C(=O)Nc2ccccc2)c(C)c1C(=O)OC	96	.	-1	-1	98	-8	95	99	97	99	96
Cc1cc(C)nc(NS(=O)(=O)c2ccc(N)cc2)n1	101	.	-3	-11&-5	103	-8&0	100	99	105	103	103
CC(C)N(Cc1nc(-c2ccccc2)no1)C(=O)C(Cl)(Cl)Cl	96	.	0	11	104	-6	96	93	95	95	96
Cc1cnc(NC(=O)c2cc3c(C)nn(Cc4ccccc4Cl)c3s2)s1	102	3	-4	-25	103	38	100	96	100	103	101
N#CCCn1c(-c2nonc2NC(=O)c2ccccc2Cl)nc2ccccc21	99	.	-2	1	101	-19	100	97	101	103	98
CN(CCC#N)C(=O)COc1ccc(Br)cc1Cl	101	-5	0	14	101	-33	96	106	96	97	98
CCCOc1ccccc1N/C(=N/c1nc(C)cc(C)n1)NC(=O)COc1ccc(OC)cc1	99	-1	-9	7	100	-4	100	101	99	102	100
Cc1ccc(C)c(Cn2nnc3c(=O)[nH]c(C(=O)NCc4ccco4)nc32)c1	92	-6	2	8	104	-72	97	97	92	93	97
CCOc1ccc(Cl)cc1/C=N/NC(=O)CNC(=O)c1ccccc1	99	-5	0	9	104	-7	101	100	101	107	100
O=C(Cn1cnc2cc(Cl)ccc2c1=O)Nc1ccc2c(c1)OCO2	93	.	-2	-2	102	-27	95	95	95	95	93
CCN(c1ccccc1)S(=O)(=O)c1ccc(Cl)c(NC(=O)CSc2nnc(C)s2)c1	96	13	-1	12	99	-17	98	101	99	100	98
O=C1NC(=S)N/C1=C\c1ccc(N2CCOCC2)cc1	?	15	0	-3	98	-2	?	?	?	?	?
COc1cccc(-c2noc(-c3cccs3)n2)c1	102	-16	-3	1	104	8	100	97	103	104	101
c1cncc(-c2ccnc3ncnn23)c1	101	.	-3	9	105	1	101	100	103	103	101
CS(=O)(=O)Nc1ccc2c(c1)C(=O)OC2	103	9	-2	-6	100	8	100	97	108	107	101
CCN(CC)CCSc1nc2ccccc2c(=S)n1-c1ccccc1	97	-14	1	-2	116	0	96	97	101	98	97
COc1cc2c(cc1OC)C(COc1ccc3c(C)cc(=O)oc3c1)N(C(=O)c1ccco1)CC2 (stereo not given)	101	-3	0	2	99	8	103	101	103	105	101
CCOCCCNC(=O)C(c1ccc(OC)cc1)N(Cc1cccs1)C(=O)c1ccccc1O (stereo not given)	94	.	0	14	100	-49	96	106	94	99	97
COc1ccc(C2=NN(S(C)(=O)=O)C(c3cccs3)C2)cc1OC (stereo not given)	98	-5	4	15	99	-12	98	98	98	99	99
Cc1ccc(/C=C/C(=O)N2CCc3ccccc3C2)cc1	99	-7	-113	-9	97	-31	100	98	101	104	99
CN(C)CCN(Cc1ccccc1)c1ccnc(N(C)C)c1C#N	100	5	-1	12	101	13	100	103	104	101	101
O=S1(=O)NC(=NC2CCCCCC2)c2ccccc21	91	.	0	-7	98	-20	93	92	93	95	93
CCOC(=O)c1ccc(Oc2nc(OC)cc(OC)n2)cc1	92	6	-1	5	103	-12	93	95	94	95	93
O=C(c1ccco1)N(Cc1cccs1)C1CCS(=O)(=O)C1 (stereo not given)	98	-28	0	-8	102	-12	99	98	99	105	98
O=C(OCN1C(=O)c2ccccc2C1=O)C1CCCCC1	98	.	0	-3	90	-4	100	98	106	106	100
COc1ccc(NC(=O)CCCC2=NS(=O)(=O)c3ccccc3N2)cc1	98	.	-2	17	81	1	103	104	102	110	102
Cc1cccc(C(=O)Nc2cccc(-c3cnc4ccccc4n3)c2)c1	99	7	-3	12	101	10	99	99	99	101	98
COc1ccc(NC(=O)Nc2ccc3nccnc3c2)cc1	94	-46	1	25	100	-5	96	93	95	97	94
CCOc1cc(S(=O)(=O)NC2CCCC2)ccc1Cl	98	8	-3	-2	103	-10	104	100	104	100	102
COc1cc(NC(=O)CSc2nnc3n2C(C)(C)Cc2ccccc2-3)cc(OC)c1	96	.	0	23	105	-6	102	105	101	102	101
C#CC(CC)(CC)NC(=S)Nc1ccc(S(N)(=O)=O)cc1	102	0	-4	14	103	-3	99	99	95	99	101
c1ccc2c(c1)OCCOCCOCCO2	99	13	-2	21	99	-23	98	99	99	100	98
CCOC(=O)c1ccc(NC(=O)NCc2ccc(OC)cc2)cc1	89	0	0	2	106	-19	96	109	87	94	97
COc1ccc(/C=C2/CCc3ccccc3C2=O)cc1CN1CCOCC1	105	.	-1	12	91	-37	100	96	101	107	98
COc1ccc(CN=C2NC(=O)CC(C(=O)Nc3ccc([N+](=O)[O-])cc3C)S2)cc1 (stereo not given)	99	-3	-1	-8	98	-8	101	100	98	100	99
CC(=O)N1N=C(c2ccc(Cl)cc2)OC1(C)C	98	-5	21	5	89	16	98	99	103	102	96
COc1ccc(C2C(C(C)=O)=C(O)C(=O)N2Cc2cccnc2)cc1 (stereo not given)	99	.	0	22	103	6	101	93	98	102	97
CCCCC(=O)Nc1nnc(CCOC)s1	98	-39	2	-1	102	-9	100	103	97	100	99
Cn1c(SCC(=O)Nc2nccs2)nnc1-c1ccncc1	95	.	-5	20	93	-16	93	88	98	94	91
CCOC(=O)c1c(C)n(C)c2ccc(OC)c(NC(=O)CN3CCCCC3)c12	100	.	0	14	100	-56	101	98	103	105	99
CCn1nc2cc(C(=O)NCCc3cccs3)ccc2c1OC	97	31	-3	19	101	-67	101	97	98	100	98
O=C1c2cccc3c([N+](=O)[O-])ccc(c23)C(=O)N1c1ccccn1	99	.	1	11	98	30	103	103	104	103	104
O=C(c1ccc(Cl)cc1)n1c(NCc2ccccc2)n[nH]c1=S	93	15	-4	-5	100	-48	95	93	98	96	95
CN(CC(=O)Nc1ccc(S(=O)(=O)N2CCCC2)cc1)Cc1ccc(Cl)cc1	94	-6	-5	5	101	-7	99	94	95	96	97
CC1Cc2nc(SCC(=O)NCc3ccco3)n(Cc3ccccc3)c(=O)c2S1 (stereo not given)	101	.	1	12	101	-16	104	101	106	110	106
O=C(CN1CCOCC1)OCCCC1CCCCC1	98	.	-4	0	102	4	98	98	99	101	97
O=C(NCc1ccc2c(c1)OCO2)C1Cc2ccccc2CN1C(=O)c1ccco1 (stereo not given)	99	.	-5	2	103	-9	101	108	101	100	100
CCN(CC)c1ccc2c(C)c(Cl)c(=O)oc2c1	93	-3	1	7	100	-27	96	101	93	95	97
CCCCNc1c(N)n(CCC)c(=O)[nH]c1=O	95	-13	-1	18	103	-25	99	109	98	101	98
CCOC(=O)C1C(c2ccc3c(c2)OCO3)NC(=O)NC1(O)C(F)(F)F (stereo not given)	100	4	-1	-2	101	-6	99	95	100	101	98
COc1cccc(CNc2ccc(Br)cn2)c1O	98	3	0	-2	97	-101	98	96	97	100	98
CCO[C@@H]1OC(C(=O)NCc2ccccc2)=C[C@H](c2ccc(Br)cc2)[C@H]1CCCO	96	.	1	21	97	46	99	96	97	99	99
O=C(NCc1ccc2c(c1)OCO2)c1n[nH]c(=O)c2ccccc12	94	16	-1	11	105	-8	93	92	93	95	92
O=C(CSc1nc2ccccc2s1)N1CCOCC1	100	.	-1	12	90	-27	99	98	101	103	101
CC(C)Sc1nc(NCc2ccco2)c2c3c(sc2n1)COC(C)(C)C3	96	.	-3	16	94	-21	102	99	100	102	98
Cc1ccc2oc(=O)c(/C=C(\O)C(C)(C)C)nc2c1	96	-11	-1	41	102	-39	99	100	97	100	97
Cc1onc(-c2c(F)cccc2Cl)c1C(=O)OCC(=O)c1c(N)n(C)c(=O)n(C)c1=O	94	15	-5	5	100	-10	98	107	92	98	99
Cc1nc2ccccc2n1/C(=N/S(=O)(=O)c1ccc(Br)cc1)c1ccccc1	99	.	25	11	99	-8	103	102	102	105	101
Following part:
SMILES	Rac1 mut GTP	Pf gametocyte	Bim-Mcl-1	Mcl1 Noxa PPI	RGS8-Gao reg	Mcl1-Bid inh	HRas wt GTP bind	Rab7 wt GTP bind	Cdc42 wt GTP	Rac1 wt modul	Rab2A wt mod
CCOC(=O)c1nc(N)c(=O)n(-c2ccccc2)n1	101	7	-5	0	100	-22	100	101	102	105	103
Cc1cccc(N2CCN(C(=O)c3ccc(CNc4c(N5CCC(C)CC5)c(=O)c4=O)cc3)CC2C)c1 (stereo not given)	97	.	0	5	100	-37	98	104	99	100	100
CC1=NN(c2ccccc2)C(=O)/C1=C\N1CC(C)OC(C)C1 (stereo not given)	101	0	0	16	100	-12	105	99	108	104	106
O=C(N/N=C/c1ccc(OCCCF)cc1)c1ccc(C(F)(F)F)cc1	96	-9	-3	-1	99	-20	98	99	98	98	98
CCOc1ccc(-n2c(C)nc3c(cnn3-c3ccc(Cl)cc3)c2=O)cc1	96	-15	-1	4	102	0	100	102	101	99	99
Cc1cc(C)c2c(NC(=O)C3CC3)nn(C)c2n1	99	-6	0	3	104	-37	98	96	97	98	97
COCCNC(=O)c1c[nH]c2ccc(S(=O)(=O)N3CCC4(CC3)OCCO4)cc2c1=O	98	.	3	2	101	-16	102	99	104	102	98
Cc1ccc(-c2ccc(CCC(=O)O)n2CC2CCCO2)cc1 (stereo not given)	96	.	0	1	96	-23	96	96	95	97	98
Cc1ccc(CNC(=O)C2CCCN(C(=O)N(C)C)C2)cc1 (stereo not given)	100	.	3	9	102	-3	101	97	102	101	98
CCCCN1C(=O)C(=O)N(CC(=O)NC2CCCc3ccccc32)C1=O (stereo not given)	96	-9	-1	4	98	-23	96	95	97	98	97
COc1ccc(CC(=O)NC2=NCCS2)cc1	101	15	-1	-2	101	-12	101	101	102	101	101
COc1ccc(Cl)cc1NC(=S)NCc1cccs1	96	6	-1	-1	104	-57	96	96	98	97	95
O=C1CC(c2ccc(F)cc2)Sc2nc(C34CC5CC(CC(C5)C3)C4)nn21 (stereo not given)	100	-4	10	-1	103	-3	97	100	109	105	92
